# EPAC1 antag: antagonists of human EPAC1 | EPAC1 GEF assay, Rap1b-BODIPY-GDP exchange fluorescence | hit rate 0.14% among 360,000 | Potency, µM (titrated, usually from 115 µM), for inactives: at the highest dose activity change, negative = inhibition, most hits filed as inhibitors | AID 720709 | O95398;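 note: potency is the fitted concentration of half-maximal effect; plate controls were vehicle for no effect and positive control for full effect; nearly all actives have a fitted effect of over 50% in size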
# PLK1 PBD inh: blocks phosphopeptide binding to human PLK1 polo-box domain; P53350; Plk1 PBD binding of FITC phosphopeptide, fluorescence polarization; Potency, µM, for inactives: max response, negative = inhibition, usual class: inhibitors; hit rate 2.8% among 360,000; note: potency is the fitted concentration of half-maximal effect; series mostly up to about 57 µM; % is set by controls: 0 for no effect and ±100 for the full control effect; nearly all actives have a fitted effect of over 65% in size
# IL-2 act: activates IL-2 in a cell-based reporter assay | IL-2 activation reporter assay, cell-based qHTS; stimulated with anti-CD3/CD4/CD28 beads; in transgenic mouse T cells | activation, % (series mostly up to about 46 µM) | hit rate 0.065% among 360,000 | AID 652025; in the data active = activation above about 50%; inconclusive = mostly about 30% to 49%; note: 0% is about no effect
#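 Unstimulated transgenic mouse T cells, 750 per well, received compound and, after 60 minutes, anti-CD3/anti-CD4 bead plus anti-CD28 stimulation. EGFP and DsRed were quantified after 18 hours.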
# EPAC1 agonist: agonists of human EPAC1 | AID 720707 | O95398 | Potency, µM (series often up to 154 µM), without a hit: top-dose activation, most hits filed as activators | EPAC1 agonist qHTS, biochemical assay; response scale: 100% = response to 6.5 mM cAMP | hit rate 0.073% among 360,000; note: potency is the fitted concentration of half-maximal effect; nearly all actives have a fitted effect of over 60% in size
#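 Nucleotide exchange by EPAC1 (100 nM) on Rap1B–BODIPY-GDP (250 nM) in the presence of 50 uM GDP is tracked fluorescently at 480/540 nm over 30 min. Signals are normalized to a 6.5 mM cAMP control.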
# WRN helicase inh: WRN helicase (human) inhibition. hit rate 0.46% among 360,000. Potency, µM (top dose mostly 114 µM), for the others: at the top dose activity change, negative = inhibition, actives largely listed as inhibitors. Q14191. AID 651768. WRN helicase unwinding, fluorescent forked duplex, kinetic; note: potency is the fitted concentration of half-maximal effect; % is set by controls: 0 for no effect and ±100 for the full control effect; nearly all actives have a fitted effect of over 55% in size
#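 Kinetic fluorescence helicase assay: unwinding of a quenched forked DNA duplex (100 nM final) with 2 mM ATP final raises red fluorescence (525/598 nm). Compounds sat 15 min at room temperature with 20 nM WRN beforehand.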
# PI5P4Ka inh: inhibitors of human PI5P4K alpha; AID 652105; P48426; max response, %; PI5P4Kalpha enzyme, ADP-Glo luminescence, 60 min; stronger effect = lower value; hit rate 1.2% among 330,000; active = max response of -50% or lower; inconclusive = between -30% and -50%; inactive = -30% or higher; note: value at the top dose of about 77 µM; % is set by controls: 0 for no effect and ±100 for the full control effect
#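 qHTS, 1536-well: enzyme/substrate mix, compound by pin tool, 5 microM ATP final; RT 60 min; ADP-Glo reagents 1 (45 min) then 2 (30 min); luminescence.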
# EPAC2 agonist: EPAC2 (human) agonism; Potency, µM (highest dose often 154 µM), without a hit: top-dose activation, usual class: activators; hit rate 0.079% among 360,000; Q8WZA2; EPAC2 activation, biochemical qHTS; response scale: 100% = 6.5 mM cAMP response; AID 720711; note: potency is the fitted concentration of half-maximal effect; nearly all actives have a fitted effect of over 50% in size
# Target sequence (Q8WZA2 whole entry, looked up): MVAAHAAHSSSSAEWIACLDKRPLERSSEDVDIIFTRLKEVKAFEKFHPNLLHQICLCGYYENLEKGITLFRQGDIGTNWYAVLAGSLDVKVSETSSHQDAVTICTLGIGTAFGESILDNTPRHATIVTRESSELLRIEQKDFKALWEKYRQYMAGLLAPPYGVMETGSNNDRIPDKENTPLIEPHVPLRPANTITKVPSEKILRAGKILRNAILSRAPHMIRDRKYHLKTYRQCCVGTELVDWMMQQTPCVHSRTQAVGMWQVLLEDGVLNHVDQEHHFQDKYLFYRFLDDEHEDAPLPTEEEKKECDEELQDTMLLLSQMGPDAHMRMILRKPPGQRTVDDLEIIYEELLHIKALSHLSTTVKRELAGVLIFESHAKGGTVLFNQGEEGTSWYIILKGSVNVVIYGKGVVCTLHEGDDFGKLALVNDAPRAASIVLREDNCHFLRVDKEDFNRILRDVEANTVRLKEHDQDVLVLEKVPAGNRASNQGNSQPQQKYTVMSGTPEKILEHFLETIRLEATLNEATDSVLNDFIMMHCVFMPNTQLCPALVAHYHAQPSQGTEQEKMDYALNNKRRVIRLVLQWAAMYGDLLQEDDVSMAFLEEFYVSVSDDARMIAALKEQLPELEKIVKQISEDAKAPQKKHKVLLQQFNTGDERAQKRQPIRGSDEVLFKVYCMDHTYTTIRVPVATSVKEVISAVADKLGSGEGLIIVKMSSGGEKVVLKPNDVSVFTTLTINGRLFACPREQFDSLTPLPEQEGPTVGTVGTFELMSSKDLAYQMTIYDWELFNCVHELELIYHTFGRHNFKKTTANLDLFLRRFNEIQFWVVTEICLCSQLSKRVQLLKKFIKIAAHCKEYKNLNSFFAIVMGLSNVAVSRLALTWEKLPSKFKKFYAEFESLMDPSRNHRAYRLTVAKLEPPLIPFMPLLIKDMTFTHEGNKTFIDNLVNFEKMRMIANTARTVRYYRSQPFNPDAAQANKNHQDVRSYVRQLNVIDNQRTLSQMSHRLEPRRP
#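 Nucleotide exchange monitored as fluorescence drop when BODIPY-GDP leaves Rap1B. Reaction: 100 nM EPAC2, 250 nM RAP1B-BODIPY-GDP, 50 uM GDP, room temperature, kinetic read over 30 min. Activity expressed relative to 6.5 mM cAMP.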
# CCT chaperon mod: changes cytosolic chaperonin activity | purified chaperonin ATPase assay, HTRF ADP detection, 30 min | activity change, % (concentration not given with the values), hits read low | hit rate 0.3% among 360,000 | AID 651819; in the data active = activity change below about -30%; note: % is set by controls: 0 for no effect and ±100 for the full control effect
#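 TRiC at 40 or 20 nM final (batch-dependent) in 30 mM Tris pH 7.4, 100 mM KCl, 5 mM MgCl2, 1 mM DTT, with compound at single 76 uM and 10 uM ATP, 30 min at 37 deg C. ADP detected by HTRF Transcreener, 665/615 ratio.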
# Active calls of the source: *; ? = inconclusive; / = no result given; [ ] = another dose, or the depositor's remark. Unless noted, calls come from the whole dose curve; as a rule, active = well fitted curve in the direction sought with a large enough effect; inconclusive = small, poorly fitted or top-dose-only effect, or another doubt; inactive = no such curve, though single readings can be large; an effect the other way counts as inactive or inconclusive. The list is partial; count on the stated rates, not on these rows.
no. | smiles | EPAC1 antag | PLK1 PBD inh | IL-2 act | EPAC1 agonist
1 | CCCC(OC(=O)CN1C(=O)COc2ccccc21)C(=O)NC1CCCC1 (centres undefined) | 4% | -1% | -1.2 | 4%
2 | CCCC(=O)Nc1nc2ccc(NC(=O)c3ccccc3F)cc2s1 | 6% | -13% | 0.3 | 4%
3 | C=CCn1c(SCC(=O)Nc2ccc3c(c2)CCC3)nnc1-c1cccs1 | -3% | -3% | -1.1 | 4%
4 | Cc1onc(-c2ccccc2)c1C(=O)NCCCc1ccccc1 | -8% | -6% | 0.4 | 6%
5 | CCOc1ccccc1N/C=C/C(=O)C(C)(C)C | -1% | -1% | -2.1 | -7%
6 | COc1ccc(C(=O)NC(=S)N(C)Cc2ccccc2)cc1Br | -1% | -1% | -0.1 | 7%
7 | CSc1nnc2c(n1)OC(c1ccsc1)N(C(C)=O)c1ccccc1-2 (centres undefined) | -21% | -10% | -1.7 | -1%
8 | CCC1=NN2C(=N)/C(=C/c3ccc(OS(=O)(=O)c4ccccc4)cc3)C(=O)N=C2S1 | ? | ? | 0.6 | 8%

no. | WRN helicase inh | PI5P4Ka inh | EPAC2 agonist | CCT chaperon mod
1 | 5% | / | 7% | -2.6
2 | -1% | -10 | 8% | -3.1
3 | -7% | -6 | 10% | 0.4
4 | -4% | 3 | 3% | 0.8
5 | 3% | 1 | 9% | -0.5
6 | -3% | -1 | -2% | -0.6
7 | 0% | -4 | 1% | -1.1
8 | -28%[57.1 µM] | -63* | 6% | 0.5

# Part of the list above, reduced to EPAC1 agonist and WRN helicase inh:
no. | mol | EPAC1 agonist | WRN helicase inh
1 | CCCC(OC(=O)CN1C(=O)COc2ccccc21)C(=O)NC1CCCC1 (centres undefined) | 4% | 5%
3 | C=CCn1c(SCC(=O)Nc2ccc3c(c2)CCC3)nnc1-c1cccs1 | 4% | -7%

# (cont.)
no. | smiles | EPAC1 antag | PLK1 PBD inh | IL-2 act | EPAC1 agonist
9 | CCN(CC)c1ccc(NC(=O)c2ccccn2)cc1S(=O)(=O)Nc1ccccc1OC | 18% | 6.7µM* | -6.2 | 3%
10 | CCOc1ccc(CCNC(=O)COC(=O)c2cccnc2OCC)cc1OCC | -9% | -8% | -4.1 | 1%
11 | CC(=O)Nc1ccc(NC(=O)C(C)OC(=O)c2cccs2)cc1 (centres undefined) | -5% | -2% | -0.5 | -2%
12 | c1ccc(Cc2nn[nH]n2)cc1 | 3% | -6% | -0.2 | 0%
13 | COc1ccc(CNC(=O)Nc2ccc3c(c2)N(C)C(=O)CS3)cc1 | 3% | 3% | -2.0 | 9%
14 | O=C(NCCN1CCCCC1)Nc1ccc([N+](=O)[O-])cc1 | -19% | -13% | 2.0 | 8%
15 | C[C@@H](NCCCn1ccc(NC(=O)OCc2ccccc2)nc1=O)c1cccc2ccccc12 | -1% | -17% | -0.8 | -10%
16 | COC(=O)C1=C(C)NC(C)=C(C(=O)OC)C1C(=O)OCc1nnc(-c2ccccc2)o1 | 7% | -3% | 2.4 | 2%

no. | WRN helicase inh | PI5P4Ka inh | EPAC2 agonist | CCT chaperon mod
9 | -23% | ? | 4% | -0.7
10 | 2% | / | -5% | -3.1
11 | -6% | 1 | -3% | 1.4
12 | 6% | -4 | -2% | -0.8
13 | -5% | -3 | 6% | 0.1
14 | -31% | 0 | 12% | 1.2
15 | -5% | 0 | 6% | -1.3
16 | -1% | -6 | -1% | -0.2

# Compounds from the list above that have a halogen:
no. | smiles | EPAC1 antag | PLK1 PBD inh | IL-2 act | EPAC1 agonist
2 | CCCC(=O)Nc1nc2ccc(NC(=O)c3ccccc3F)cc2s1 | 6% | -13% | 0.3 | 4%
6 | COc1ccc(C(=O)NC(=S)N(C)Cc2ccccc2)cc1Br | -1% | -1% | -0.1 | 7%

no. | WRN helicase inh | PI5P4Ka inh | EPAC2 agonist | CCT chaperon mod
2 | -1% | -10 | 8% | -3.1
6 | -3% | -1 | -2% | -0.6

# Carrying on.
no. | smiles | EPAC1 antag | PLK1 PBD inh | IL-2 act | EPAC1 agonist
17 | CCC(C)Cn1cnc2c(SCc3ccccn3)nc(N)nc21 (centres undefined) | -10% | -2% | -0.6 | -8%
18 | CCOC(=O)COc1c(/C=N\OC)cc(Cl)cc1OC | 19% | -3% | 1.3 | -2%
19 | O=C(NCc1ccc(Cl)cc1)C(=O)NCC1OCCN1C(=O)c1ccc(Cl)cc1 (centres undefined) | 6% | -2% | -3.1 | 10%
20 | CN1CCc2c(sc(/N=C/c3cc(C(C)(C)C)ccc3O)c2C#N)C1 | 14% | -5% | 2.1 | 1%
21 | Cc1ccc(C(=O)NNC2=NCCC2)cc1 | 7% | -8% | 1.3 | 6%
22 | O=C(COC(=O)/C=C/c1cccc(F)c1)NC1CC1 | -4% | 0% | 0.2 | 5%
23 | COc1ccc(C=CC(O)CCN2CCC3CCC(C3)C2)cc1 (centres undefined) | 4% | -7% | 0.0 | 10%
24 | C=CCNC(=O)C1CCN(c2c([N+](=O)[O-])cc(C(F)(F)F)cc2[N+](=O)[O-])CC1 | -21% | 3% | 5.1 | 2%

no. | WRN helicase inh | PI5P4Ka inh | EPAC2 agonist | CCT chaperon mod
17 | 2% | -1 | 2% | -0.9
18 | 6% | -4 | 11% | -3.3
19 | -15% | -3 | -1% | 0.0
20 | 16% | 0 | -3% | -1.2
21 | -1% | / | 1% | -3.0
22 | -14% | -1 | 3% | 3.3
23 | -3% | 1 | 5% | 0.3
24 | -12% | 7 | 5% | -2.7

# Shown field by field: entries from further up.
11. CC(=O)Nc1ccc(NC(=O)C(C)OC(=O)c2cccs2)cc1 (centres undefined)
  EPAC1 antag = -5% | PLK1 PBD inh = -2% | IL-2 act = -0.5 | EPAC1 agonist = -2% | WRN helicase inh = -6% | PI5P4Ka inh = 1 | EPAC2 agonist = -3% | CCT chaperon mod = 1.4
12. c1ccc(Cc2nn[nH]n2)cc1
  EPAC1 antag = 3% | PLK1 PBD inh = -6% | IL-2 act = -0.2 | EPAC1 agonist = 0% | WRN helicase inh = 6% | PI5P4Ka inh = -4 | EPAC2 agonist = -2% | CCT chaperon mod = -0.8
13. COc1ccc(CNC(=O)Nc2ccc3c(c2)N(C)C(=O)CS3)cc1
  EPAC1 antag = 3% | PLK1 PBD inh = 3% | IL-2 act = -2.0 | EPAC1 agonist = 9% | WRN helicase inh = -5% | PI5P4Ka inh = -3 | EPAC2 agonist = 6% | CCT chaperon mod = 0.1
14. O=C(NCCN1CCCCC1)Nc1ccc([N+](=O)[O-])cc1
  EPAC1 antag = -19% | PLK1 PBD inh = -13% | IL-2 act = 2.0 | EPAC1 agonist = 8% | WRN helicase inh = -31% | PI5P4Ka inh = 0 | EPAC2 agonist = 12% | CCT chaperon mod = 1.2

# More records follow:
no. | smiles | EPAC1 antag | PLK1 PBD inh | IL-2 act | EPAC1 agonist
25 | CCCc1nc2ccccc2c(NC(=O)CN(CC)CC)c1CC | -1% | 1% | -0.6 | -7%
26 | Cc1ccnc(N2CCC(C(=O)Nc3ccc4c(c3)CCC4)CC2)n1 | -3% | 1% | -0.7 | -6%
27 | CC(NC(=O)C(C)N1c2cccc3cccc(c23)S1(=O)=O)c1ccccc1 (centres undefined) | -21% | -17% | -1.9 | 13%
28 | NC(=O)C1(C(N)=O)OC1c1ccccc1 (centres undefined) | -6% | -8% | -0.5 | 3%

no. | WRN helicase inh | PI5P4Ka inh | EPAC2 agonist | CCT chaperon mod
25 | 11% | -12 | 0% | -1.6
26 | -7% | -4 | 8% | -0.6
27 | 11% | 2 | 16% | -2.1
28 | -9% | 0 | 5% | 1.6

# Compound activity as filed in PubChem BioAssay.
